Bioassay records: PubChem, several laboratories
RTF Ca sens act: increases calcium sensitivity of human cardiac regulated thin filaments | P19429+P45379 | IANBD-labeled TnC RTF fluorescence at EC20 calcium; 0% EC20 calcium, 100% full calcium | activation, % at 7.2 µM | hit rate 0.24% among 340,000 | AID 493008;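 active = activation above the mean over all tested compounds plus 3 SD, cut at about 30% in these data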;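 also: rise in fluorescence read as greater calcium sensitivity of cardiac thin filaments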
CDK5 inh: inhibitors of human CDK5/p35 kinase | Q00535+Q15078 | Recombinant CDK5/p35, ADP-Glo luminescence, 60 min | inhibition, % at 10 µM | hit rate 0.01% among 330,000;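 active = highest replicate inhibition of at least 50% and at least 75% of replicates reaching 50%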;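 also: plate controls were DMSO neutral control for no effect and GW8510 at 10 µM for full effect; many of its hits are not listed in these tables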
PvdQ acylase: blocks Pseudomonas aeruginosa PvdQ acylase activity; purified PvdQ acylase, fluorescence plate reader; inhibition, % at 10 µM; hit rate 0.063% among 340,000; in the data active = inhibition above about 30%, passing the limit was not always enough;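 also: 0% = vehicle neutral wells and 100% = reference inhibitor wells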
PfHsp90 yeast 2: growth inhibition of yeast expressing Plasmodium Hsp90; S. cerevisiae expressing PfHsp90, BacTiter-Glo ATP, 48 h; yeast lacking PDR1 and PDR3 efflux regulators; inhibition, % at 9.4 µM; hit rate 0.32% among 310,000; AID 504621;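 active = every replicate shows inhibition above about 80%, whatever the replicate mean, limit read from the data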;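 also: 0% = DMSO neutral controls and 100% = 20 µM radicicol positive controls; yeast relying on Plasmodium falciparum Hsp90 in place of its own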
C-LANA FP: inhibitors of KSHV LANA C-terminal domain DNA binding. inhibition, % at 9 µM. MBP-C-LANA/FAM-LBS DNA binding, fluorescence polarization. hit rate 0.078% among 340,000. AID 504423;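 active = highest replicate inhibition at or above 60% at 9 µM, even if other replicates fall short; inactive = all replicates below 60% inhibition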;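 also: 0% = neutral control wells and 100% = 4 µM acridine orange control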
dFosB act: enhances mouse delta FosB homodimer DNA binding; AID 493131; activation, % at 25 µM; purified delta FosB, TAMRA-CDK5 oligo fluorescence polarization; percent of positive-control signal above neutral wells; hit rate 0.99% among 340,000;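 active = mean activation above about 17%, with every replicate also reaching it, limit read from the data, passing the limit was not always enough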;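 also: fluorescence polarization rise as delta FosB binds a TAMRA Cdk5 AP-1 oligo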
NSD2 HMT inh: NSD2 (human) methyltransferase inhibition; NSD2 peptide methylation, AlphaScreen, 120 min; hit rate 0.54% among 310,000; inhibition, % at 12.5 µM; AID 743445; in the data active = inhibition above about 50%
SUMO Mot1 rescue: inhibitors of SUMOylation pathway: yeast Mot1-301 growth rescue. S. cerevisiae Mot1-301 growth rescue, ATP luminescence, 38.5C; percent above DMSO median, 100 means doubled. growth rescue, % at 18.8 µM. hit rate 1% among 320,000. AID 2716;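 active = every valid replicate shows activation above 250% relative to neutral control wells; inactive = the rest, any valid replicate at or below 250%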;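 also: OY570 slx delta 5 strain wells were the positive control but not used for scaling; some compounds called inactive have numbers as strong as hits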
Keap1 Nrf2 FP: disrupts human Keap1 binding to Nrf2 peptide. inhibition, % at 9.4 µM. hit rate 0.15% among 340,000. Keap1 Kelch-Nrf2 peptide fluorescence polarization, 1536-well. Q14145; in the data active = inhibition above about 12%;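 also: human Keap1 Kelch domain with fluorescein labeled Nrf2 9mer peptide probe; 0% = neutral control wells and 100% = peptide positive control; higher means more block of Keap1 binding to Nrf2 peptide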
Target sequence (Q14145 whole entry, looked up, the tested form may be a part): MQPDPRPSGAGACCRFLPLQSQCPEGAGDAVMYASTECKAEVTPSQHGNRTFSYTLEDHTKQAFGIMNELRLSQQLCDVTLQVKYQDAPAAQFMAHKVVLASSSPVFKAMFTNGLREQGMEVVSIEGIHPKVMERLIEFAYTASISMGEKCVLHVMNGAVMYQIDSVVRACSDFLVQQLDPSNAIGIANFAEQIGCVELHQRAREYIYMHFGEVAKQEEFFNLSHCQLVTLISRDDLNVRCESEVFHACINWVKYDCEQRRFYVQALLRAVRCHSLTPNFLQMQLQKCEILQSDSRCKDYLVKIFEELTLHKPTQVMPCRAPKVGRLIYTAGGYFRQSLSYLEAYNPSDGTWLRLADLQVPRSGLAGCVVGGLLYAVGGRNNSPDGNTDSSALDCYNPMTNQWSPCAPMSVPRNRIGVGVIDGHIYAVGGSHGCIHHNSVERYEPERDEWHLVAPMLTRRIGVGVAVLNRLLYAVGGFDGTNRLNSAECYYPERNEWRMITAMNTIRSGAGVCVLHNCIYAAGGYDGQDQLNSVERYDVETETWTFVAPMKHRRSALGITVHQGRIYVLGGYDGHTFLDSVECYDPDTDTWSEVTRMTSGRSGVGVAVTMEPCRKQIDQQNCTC
RTF Ca sens inh: cardiac RTF calcium desensitization. P19429+P45379. IANBD-labeled cardiac RTF, Ca2+ fluorescence. inhibition, % at 7.15 µM. hit rate 0.12% among 340,000;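 active = inhibition above the mean inhibition of all tested compounds plus 3 SD, cut at about 17% in these data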;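 also: assay run at fixed EC70 calcium of 1.6 mM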
Rtt109 HAT inh: blocks Candida albicans Rtt109/Vps75 acetyltransferase activity; Q5AAJ8; purified Rtt109/Vps75, ThioGlo CoA-SH fluorescence, 4 h; inhibition, % at 34.9 µM; hit rate 0.16% among 330,000;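 active = inhibition of at least 50% in every replicate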
Target sequence (Q5AAJ8 whole entry, looked up): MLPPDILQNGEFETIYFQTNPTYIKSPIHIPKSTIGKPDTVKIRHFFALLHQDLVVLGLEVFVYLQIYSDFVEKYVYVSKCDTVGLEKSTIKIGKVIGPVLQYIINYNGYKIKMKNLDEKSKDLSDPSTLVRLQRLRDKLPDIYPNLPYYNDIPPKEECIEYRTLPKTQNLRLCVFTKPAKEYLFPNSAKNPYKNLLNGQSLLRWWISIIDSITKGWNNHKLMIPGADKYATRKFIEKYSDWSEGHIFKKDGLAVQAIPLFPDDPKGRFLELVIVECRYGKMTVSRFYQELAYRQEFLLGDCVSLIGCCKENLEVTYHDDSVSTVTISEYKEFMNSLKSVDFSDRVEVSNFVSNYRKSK
Numbers without * were called inactive; x = no result given.

Every second line gives: RTF Ca sens act | CDK5 inh | PvdQ acylase | PfHsp90 yeast 2 | C-LANA FP | dFosB act | NSD2 HMT inh | SUMO Mot1 rescue | Keap1 Nrf2 FP | RTF Ca sens inh | Rtt109 HAT inh
> CN(C)S(=O)(=O)c1ccc(Cl)c(NC(=O)COC(=O)c2ccc3c(c2)NC(=O)CS3)c1
    -1.5 | -0.4 | -9.4 | 14.4 | 2.0 | -4.4 | 0.9 | 425.2 | -6.0 | -0.2 | 0.3
> Cc1oc(-c2ccccc2F)nc1CS(=O)(=O)CC(=O)N1CCN(c2ccccc2)CC1
    2.8 | -0.3 | -11.1 | -27.0 | -1.0 | -13.4 | x | -4.3 | -1.0 | -1.1 | -5.7
> O=C(NCc1ccccc1Br)c1ccc2c(c1)OCCO2
    2.7 | -1.2 | -3.6 | -0.1 | 0.3 | -9.6 | -4.2 | -1.7 | -5.4 | -5.6 | 2.6
> Cc1ccc(-c2noc(-c3ccccc3Br)n2)cc1
    -0.8 | -0.4 | -5.2 | 9.1 | -0.7 | -4.7 | -2.4 | -5.3 | 4.1 | -1.4 | 0.1
> Cc1nc(N2CCN(C(=O)c3ccco3)CC2)nc2c1C(=O)CC(C)C2 (configuration not stated)
    4.1 | -0.9 | -11.8 | 0.5 | -1.8 | -7.3 | x | -3.9 | -5.1 | 3.6 | -1.2
> CN=c1sc2ccccc2n1CC(O)COc1ccccc1 (configuration not stated)
    -5.2 | 2.9 | -0.1 | 10.1 | -0.5 | -10.5 | 1.7 | -9.4 | -0.7 | -2.9 | 1.2
> CCc1ccc(-c2csc(NC(=O)C3CC(=O)N(c4ccc5c(c4)OCCO5)C3)n2)cc1 (configuration not stated)
    -0.3 | 1.2 | 0.3 | -21.7 | -3.6 | 2.4 | -0.5 | 21.0 | -0.1 | 4.1 | 2.2
> Cc1ccc(CN2[C@@H](CC3CCCCC3)COCCS2(=O)=O)cc1
    -7.4 | 0.7 | -19.7 | 4.2 | 1.0 | -3.7 | x | -2.7 | -2.0 | -1.8 | -8.5
> CC12CCC(C(=O)N/N=C/c3ccc(O)cc3O)(OC1=O)C2(C)C (configuration not stated)
    1.2 | -0.2 | -9.8 | 4.6 | -1.2 | -7.3 | -1.8 | x | -6.0 | -16.6 | -7.9
> CCOc1ccccc1/C=C(/NC(=O)c1ccccc1)C(=O)NCC(=O)O
    -6.1 | 1.6 | 14.0 | -10.7 | -1.5 | 4.0 | -1.7 | -0.7 | 0.4 | -2.7 | 8.4
> Cc1ccc(-c2nnc(Nc3ccc(CC(N)=O)cc3)c3ccccc23)cc1S(=O)(=O)NCC1CCCO1 (configuration not stated)
    -2.6 | 1.9 | -4.0 | -2.9 | -0.9 | -13.9 | -0.1 | 467.9 | -0.9 | 0.2 | 14.3
> Cc1ccc(S(=O)(=O)N2CCN(CC(=O)NC(=O)NCc3ccccc3)CC2)cc1C
    3.5 | 1.0 | -12.2 | -27.9 | -2.4 | -14.6 | 2.1 | 3.2 | -0.5 | -14.9 | -4.0
> O=C(O)c1cnn(-c2ccccc2)c1C(F)(F)F
    3.8 | -1.1 | -10.8 | -41.1 | -0.6 | -8.0 | -5.0 | 6.8 | 6.2 | -6.4 | -3.1
> CCOC(=O)c1[nH]c(C)c(C(=O)Nc2ccc3c(c2)CCC3)c1C
    -7.0 | -0.2 | 6.3 | 11.7 | 0.9 | -2.0 | -2.5 | 1.5 | -1.5 | 6.8 | -1.1
> CCCCCN(C(=O)CCC(=O)OCC(=O)Nc1cccc(CC)c1)c1c(N)n(CCCC)c(=O)[nH]c1=O
    -25.4 | 2.1 | 6.7 | x | 0.6 | 9.6 | 0.7 | 45.2 | -3.2 | -4.7 | 14.9
> COc1ccc(S(=O)(=O)N(CC(=O)NN=C2CCN(C)CC2)c2cc(Cl)ccc2OC)cc1OC
    -2.7 | 1.2 | -4.8 | 9.5 | -1.4 | -14.0 | 5.8 | -3.1 | -3.2 | -6.2 | -2.7
> O=C(COc1ccc(Cl)cc1)NCc1nnc(SCC(=O)Nc2ccccc2)o1
    -0.5 | -1.1 | -3.8 | -1.8 | -1.8 | 12.9 | 2.1 | -16.4 | -3.5 | 3.6 | -2.2
> O=C(Nc1cccc(Cl)c1N1CCCC1)c1cccc(-c2cc3ccccc3oc2=O)c1
    -0.3 | -2.6 | 2.4 | -3.7 | 0.7 | -6.7 | -1.1 | 10.5 | 2.7 | -2.6 | -8.6
> O=C(CN1CCN(c2ccc(F)cc2)CC1)Nc1ccccc1[N+](=O)[O-]
    3.4 | 1.1 | -2.6 | -53.3 | -1.4 | -5.1 | 5.7 | 120.6 | -3.4 | 3.0 | -2.2
> O=C(C1CCCCC1)N1CCN(c2ncccn2)CC1
    0.8 | 0.1 | -17.0 | -21.0 | -0.3 | -2.1 | -2.5 | -16.6 | 0.7 | -33.6 | -13.7
> CCCc1nc2nc(C)c(NS(=O)(=O)c3ccc(F)cc3)c(=O)n2[nH]1
    -2.2 | -6.3 | -17.5 | -3.1 | 1.6 | -0.8 | -5.9 | -8.4 | -3.9 | -4.0 | 9.6
> CC(C)N(C(=O)Cn1cc(S(=O)(=O)CC(=O)NCc2ccc(F)cc2)c2ccccc21)C(C)C
    -0.1 | -0.2 | -12.7 | -20.8 | 1.0 | -16.2 | -6.6 | 6.3 | -4.6 | -1.9 | 0.0
> O=C(CCN1CCN(CC(=O)Nc2ccccc2Cl)CC1)Nc1ccccc1F
    -4.3 | -0.6 | 10.6 | 4.7 | -2.4 | 0.3 | x | -19.0 | -1.4 | -3.5 | 14.5
> COc1cccc2sc(N(CCCN(C)C)C(=O)c3ccc(S(=O)(=O)N4CCc5ccccc5C4)cc3)nc12
    1.1 | -0.8 | 9.4 | 12.3 | 0.4 | 30.1* | -0.3 | -1.0 | -2.2 | -2.4 | 28.7
> COCCn1c(C)nnc1SCC(=O)NNC(=O)c1ccc(Br)cc1
    -0.7 | -4.2 | -7.9 | -2.6 | 0.7 | 1.1 | -4.5 | x | -4.2 | -16.6 | -23.8
> C=C1CC[C@H](O)C/C1=C/C=C1\CCC[C@]2(C)[C@@H]([C@H](C)/C=C/[C@H](C)C(C)C)CC[C@@H]12
    -0.9 | -0.2 | -8.3 | 4.5 | 3.4 | -13.7 | x | 4.9 | 2.0 | 1.0 | 8.6
> OC(c1ccc(Cl)cc1)C(CN1CCOCC1)c1ccccc1 (configuration not stated)
    -1.0 | 0.0 | -10.9 | 0.5 | -1.0 | -5.8 | -3.8 | 14.2 | -0.3 | -2.1 | x
> O=C(c1ccc(S(=O)(=O)NCC2CCCO2)cc1)N1CCN(c2ccccc2F)CC1 (configuration not stated)
    0.7 | -0.5 | -7.0 | -5.7 | -0.6 | -0.1 | -1.0 | 16.1 | -0.3 | 0.9 | -4.3
> CN(Cc1cc2ccccc2[nH]c1=O)S(=O)(=O)c1ccccc1
    -1.2 | -0.7 | -7.2 | -7.7 | 0.0 | -2.1 | 0.8 | -1.4 | -0.5 | -1.1 | 3.2
> O=C(CN(C(=O)c1csnn1)c1ccccc1)NCCc1ccccc1
    -1.3 | -1.0 | -7.9 | -13.5 | -0.7 | -3.0 | 1.3 | 5.0 | -1.8 | -3.3 | 4.0

Random excerpt: 4 records from the list
Every second line gives: RTF Ca sens act | CDK5 inh | PvdQ acylase | PfHsp90 yeast 2 | C-LANA FP | dFosB act | NSD2 HMT inh | SUMO Mot1 rescue | Keap1 Nrf2 FP | RTF Ca sens inh | Rtt109 HAT inh
> O=C(CCN1CCN(CC(=O)Nc2ccccc2Cl)CC1)Nc1ccccc1F
    -4.3 | -0.6 | 10.6 | 4.7 | -2.4 | 0.3 | x | -19.0 | -1.4 | -3.5 | 14.5
> CN(Cc1cc2ccccc2[nH]c1=O)S(=O)(=O)c1ccccc1
    -1.2 | -0.7 | -7.2 | -7.7 | 0.0 | -2.1 | 0.8 | -1.4 | -0.5 | -1.1 | 3.2
> O=C(CN1CCN(c2ccc(F)cc2)CC1)Nc1ccccc1[N+](=O)[O-]
    3.4 | 1.1 | -2.6 | -53.3 | -1.4 | -5.1 | 5.7 | 120.6 | -3.4 | 3.0 | -2.2
> OC(c1ccc(Cl)cc1)C(CN1CCOCC1)c1ccccc1 (configuration not stated)
    -1.0 | 0.0 | -10.9 | 0.5 | -1.0 | -5.8 | -3.8 | 14.2 | -0.3 | -2.1 | x

Going on with the list:
Every second line gives: RTF Ca sens act | CDK5 inh | PvdQ acylase | PfHsp90 yeast 2 | C-LANA FP | dFosB act | NSD2 HMT inh | SUMO Mot1 rescue | Keap1 Nrf2 FP | RTF Ca sens inh | Rtt109 HAT inh
> O=C(COc1ccc(S(=O)(=O)N2CCOCC2)cc1)N1CCN(c2ccccc2)CC1
    -8.7 | 0.8 | -7.3 | -7.0 | 0.9 | -4.2 | 0.1 | 224.7 | 0.4 | -12.2 | -4.2
> Cc1nnc(SC(C)C(=O)Nc2sc3c(c2C#N)CCCC3)[nH]c1=O (configuration not stated)
    -3.9 | -1.1 | 8.3 | 8.1 | -2.4 | -2.3 | -2.4 | -3.5 | 1.2 | 2.4 | 14.2
> N#Cc1cn(OCc2ccccc2)c(=O)[nH]c1=O
    10.0 | 2.3 | 5.5 | 5.8 | 10.7 | 0.2 | -0.9 | -1.9 | -3.5 | 3.4 | 34.9
> Cc1c(C(=O)N2CC3(CC(c4cccc(NC(=O)CC(c5ccccc5)c5ccccc5)c4)=NO3)C[C@@H]2C(N)=O)cc([N+](=O)[O-])cc1[N+](=O)[O-] (some centres not stated)
    0.6 | -1.6 | -15.7 | -45.1 | -1.5 | -6.6 | x | 260.2 | -2.6 | -16.5 | -1.7
> CSc1cccc(NC(N)=S)c1
    -2.6 | 0.2 | 17.4 | 10.3 | -0.5 | 0.3 | 24.3 | 150.1 | -2.6 | -2.3 | 5.5
> CN(C)S(=O)(=O)c1cccc(NC(=O)c2ccc(-n3cncn3)c([N+](=O)[O-])c2)c1
    -1.8 | -0.3 | 0.8 | x | -0.7 | 5.1 | 1.3 | -10.1 | 2.1 | -5.0 | -2.8
> CCOC(=O)c1c2c(n(-c3ccc(OC)cc3)c1C)C(=O)C(=O)c1ccccc1-2
    -11.5 | -0.6 | -14.0 | -205.1 | -0.9 | -7.5 | x | x | 3.4 | 2.9 | -1.1
> C=CCn1c(NCc2ccccc2)nc2ccccc21
    -2.4 | 0.8 | 7.5 | x | 0.0 | 1.2 | 1.3 | 3.6 | 0.3 | -14.8 | 8.3
> CCOC(=O)C1CCN(C(=O)Cn2cc(C(=O)C3CC3)c3ccccc32)CC1
    -4.1 | 1.5 | -1.3 | -9.4 | 0.9 | -1.3 | 0.0 | -1.8 | 5.6 | 0.2 | 0.9
> O=C(CN1CCN(Cc2cccc(F)c2)CC1)NCc1ccccc1
    -6.0 | -0.4 | -8.0 | 5.2 | 0.4 | -3.9 | 1.1 | 4.6 | 4.9 | -3.2 | -9.0

Rows are unselected; any-hit rate near 3.2%.
